Screening results (PubChem BioAssay)
RECQ1 helicase = RECQ1 (human) helicase inhibition; Potency, µM (highest dose often 57.3 µM), for the others: top-dose activity, negative = inhibition, most hits filed as inhibitors; AID 2549; P46063; 240,000 compounds, 0.54% hits; RECQ1 DNA unwinding, red fluorescence kinetic read;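 note: plate controls were vehicle for no effect and no enzyme for full effect; nearly all actives have a fitted effect of over 30% in size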
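RECQ1T1 50 nM; forked duplex (20 bp + 30-nt ss tails) 200 nM, ATP 2 mM final; pH 8.0, 2 mM MgCl2, 2.5 ug/ml poly(dI-dC); 15 min compound preincubation; discontinuous kinetic read over 2 h at RT.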
TRb SRC2 PPI = inhibitors of human thyroid hormone receptor beta-SRC2 interaction; Potency, µM (doses to about 106 µM), without a hit: top-dose activity change, negative = inhibition, actives largely listed as inhibitors; TRbeta-SRC2 peptide binding, fluorescence polarization; receptor liganded with 1 µM T3; 280,000 compounds, 0.065% hits; AID 1469;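 note: plate controls were bound peptide for no effect and peptide without receptor for full effect; nearly all actives have a fitted effect of over 50% in size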
Target sequence (P10828 whole entry, looked up): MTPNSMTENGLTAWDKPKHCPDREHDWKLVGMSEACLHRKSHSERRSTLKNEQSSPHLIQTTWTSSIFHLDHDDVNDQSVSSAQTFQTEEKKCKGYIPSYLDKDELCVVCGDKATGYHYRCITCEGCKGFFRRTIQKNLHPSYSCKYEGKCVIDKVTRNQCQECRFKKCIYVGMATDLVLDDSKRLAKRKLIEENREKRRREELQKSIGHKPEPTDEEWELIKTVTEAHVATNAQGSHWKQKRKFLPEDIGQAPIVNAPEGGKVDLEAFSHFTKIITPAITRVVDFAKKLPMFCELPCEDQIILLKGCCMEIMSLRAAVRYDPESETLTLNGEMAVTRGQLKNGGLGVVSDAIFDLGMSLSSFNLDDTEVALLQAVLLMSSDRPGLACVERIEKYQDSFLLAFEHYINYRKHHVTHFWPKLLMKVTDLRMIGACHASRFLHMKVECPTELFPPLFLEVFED
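Fluorescence polarization of 20 nM Texas Red SRC2 peptide (20-aa NR interaction domain) bound to 0.6 uM human TRb ligand-binding domain, with 1 uM T3, after 5 hr at ambient temperature; inhibition seen as decreased polarization.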
RGS12 GoLoco inh = blocks human Gai1 binding to RGS12 GoLoco peptide, red readout; Potency, µM (titrated, usually from 61.6 µM), for the others: at the top dose activity, negative = inhibition, most hits filed as inhibitors; 230,000 compounds, 0.44% hits; Gai1:RGS12 GoLoco peptide FP, rhodamine, 10 min; active = well fitted inhibition curve with a large enough effect, not every such curve was filed as active; inactive = no such curve, though single readings can be large or run the other way; note: nearly all actives have a fitted effect of over 30% in size; many of its hits are not listed in these tables
Target sequence (P63096 whole entry, looked up): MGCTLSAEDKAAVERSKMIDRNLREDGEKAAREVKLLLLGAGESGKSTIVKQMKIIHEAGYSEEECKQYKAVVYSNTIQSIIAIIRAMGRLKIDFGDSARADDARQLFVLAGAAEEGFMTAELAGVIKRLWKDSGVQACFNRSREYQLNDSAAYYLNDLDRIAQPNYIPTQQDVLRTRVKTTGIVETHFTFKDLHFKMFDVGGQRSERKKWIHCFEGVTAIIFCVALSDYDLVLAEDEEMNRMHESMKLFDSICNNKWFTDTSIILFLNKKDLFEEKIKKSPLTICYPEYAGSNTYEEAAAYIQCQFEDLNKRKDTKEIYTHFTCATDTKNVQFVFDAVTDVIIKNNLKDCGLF
KDM4E inh = blocks human JMJD2E demethylase activity | B2RXH2 | JMJD2E catalytic domain, FDH-coupled NADH fluorescence (FDH is formaldehyde dehydrogenase) | Potency, µM (titrated, usually from 57.1 µM), for inactives: at the top dose activity change, negative = inhibition, usual class: inhibitors | 230,000 compounds, 1.6% hits | AID 2147; active = well fitted inhibition curve with a large enough effect, not every such curve was filed as active; inconclusive = small, poorly fitted or top-dose-only effect, or another doubt; inactive = no such curve, though single readings can be large or run the other way;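 note: 0% = wells with enzyme and -100% = buffer wells without enzyme; nearly all actives have a fitted effect of over 50% in size; many of its hits are not listed in these tables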
Tau fibril ThT = inhibitors of human tau fibril formation, thioflavin T binding | recombinant tau K18 P301L (four-repeat tau fragment), heparin-induced fibrillization, ThT fluorescence | P10636 | Potency, µM (doses to about 57.4 µM), inactives show at the top dose activity, negative = inhibition, usual class: inhibitors | 270,000 compounds, 2.1% hits | AID 1460; note: nearly all actives have a fitted effect of over 55% in size
Target sequence (P10636 561-689 P618L limits assumed): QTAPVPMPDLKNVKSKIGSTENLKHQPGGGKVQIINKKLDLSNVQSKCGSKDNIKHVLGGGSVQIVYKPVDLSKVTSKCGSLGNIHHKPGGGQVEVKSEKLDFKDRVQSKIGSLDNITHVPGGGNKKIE
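Aggregation was driven by heparin (20 uM final) acting on recombinant tau […] bearing P301L in 100 mM sodium acetate pH 7; fibrils were detected with Thioflavin T.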
TR SRC2 fluor cs = counter-screen for TRb-SRC2 inhibitors: fluorescence interference; TRb/SRC2 Texas Red total fluorescence interference; Potency, µM (series often up to 106 µM), without a hit: at the highest dose fluorescence change, negative = quenching; 280,000 compounds, 0.29% hits; AID 1479; active = well fitted curve in either direction with a large enough effect; inconclusive = small, poorly fitted or top-dose-only effect
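Human TRb ligand-binding domain at 0.6 uM with 20 nM Texas Red SRC2 peptide in Tris buffer containing 1 uM T3 and 5% DMSO, incubated with compound 5 h at ambient temperature. Total fluorescence (555/632 nm) calculated as parallel + 2 × perpendicular.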
L3MBTL1 block = L3MBTL1 (human) inhibition; Q9Y468; AlphaScreen L3MBTL1–H3K9me1 peptide binding; Potency, µM (top dose mostly 57.1 µM), inactives show at the top dose activity, negative = inhibition, actives largely listed as inhibitors; 230,000 compounds, 0.66% hits; note: nearly all actives have a fitted effect of over 60% in size
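L3MBTL1 (50 nM) pre-complexed 30 min with biotinylated H3(1-15)K9me1 peptide (75 nM), then compounds added for 30 min at room temperature; AlphaScreen streptavidin donor/nickel chelate acceptor beads (10 ug/mL final) read after 30 min dark incubation.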
Tau FP inhib = inhibitors of human tau fibril formation | K18 P301L tau heparin fibrillization, Alexa594 FP, 6 h | Potency, µM (titrated, usually from 57.7 µM), inactives show top-dose activity, negative = inhibition, usual class: inhibitors | AID 1468 | P10636 | 280,000 compounds, 0.39% hits; note: nearly all actives have a fitted effect of over 55% in size
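Quantitative HTS format: compounds meet 15 uM recombinant K18 P301L tau and Alexa 594-tau tracer in 100 mM sodium acetate pH 7; 20 uM heparin triggers fibrillization at 37 C over 6 hr; FP gives the signal.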
An asterisk follows results filed as active; i = inactive; ? = inconclusive; . = no result given; [ ] = remark or other dose. Unless noted, calls come from the whole dose curve; as a rule, active = well fitted curve in the direction sought with a large enough effect; inconclusive = small, poorly fitted or top-dose-only effect, or another doubt; inactive = no such curve, though single readings can be large; an effect the other way counts as inactive or inconclusive. Unless noted, % is set by controls: 0 for no effect and ±100 for the full control effect; potency is the fitted concentration of half-maximal effect. These rows are one share of the data; the hit share may differ from the screen's.

Structure	RECQ1 helicase	TRb SRC2 PPI	RGS12 GoLoco inh	KDM4E inh	Tau fibril ThT	TR SRC2 fluor cs	L3MBTL1 block	Tau FP inhib
CSc1nc(-c2ccccc2)c(C#N)c(=O)[nH]1	i	-4%	5%	-6%	.	0%	.	-7%
CCOC(=O)c1ccc(NS(=O)(=O)c2ccc(-c3cc(C)no3)cc2)cc1	.	9%	.	.	13%	-1%	.	-11%
CCCCOCCCNC(=S)Nc1ccc(S(=O)(=O)N2CCOCC2)cc1	-5%	1%	1%	?	-1%	2%	4%	?
Cc1ccc(C(=O)NC(C)(COc2nonc2C)COc2nonc2C)cc1	i	-2%	-3%	2%	-3%	-1%	.	-11%
Cc1cccc(N2CCN(C(=O)c3ccccc3NC(=O)C3CC=CCC3C(=O)O)CC2)c1 (centres undefined)	i	2%	3%	0%	-14%	-1%	.	8%
Cc1ccc(-c2nnc(Nc3ccc(O)cc3)c3ccccc23)cc1S(=O)(=O)NCC1CCCO1 (centres undefined)	.	2%	.	.	-11%	-6%	.	16%
O=C(CNS(=O)(=O)c1ccc2ccccc2c1)OCC(=O)c1ccc(Br)s1	-5%	7%	52%[activator]	-3%	2%	1%	.	-11%
CCOc1ccc(NC(c2ccccn2)c2oc(CO)cc(=O)c2O)cc1 (centres undefined)	-4%	4%	-35%	22µM*	?	-1%	.	-9%
COC(=O)C(C)Sc1ncnc2c1nnn2-c1ccc(F)cc1 (centres undefined)	2%	-3%	2%	-1%	?	-1%	-6%	10%
COc1cc(NC(=O)CSc2ccc(-c3sc(C)nc3C)nn2)cc(OC)c1	.	-5%	.	.	?	0%	.	-4%
O=C(NC1CCCC1)c1ccc(CS(=O)(=O)c2cccc(C(F)(F)F)c2)o1	2%	8%	3%	-4%	-8%	-1%	6%	-1%
CCn1c(=O)cc(SCC(=O)Nc2cccc(C)n2)c2ccccc21	0%	-1%	1%	-18%	-15%	-2%	.	-7%
COc1cccc(Cn2cnc3c(N)c(C)c(C)cc32)c1	-1%	-1%	-1%	-10%	-11%	-6%	-25%	7%
Cc1nnc(SCC(=O)NCc2ccc(Cl)cc2)[nH]c1=O	i	-14%	-6%	-5%	3%	1%	0%	-1%
CC12C(=O)N(CCC(=O)O)C(=O)C1C1C=CC2C1 (centres undefined)	-10%	3%	7%	?	11%	1%	0%	9%
CC(C)(C)OC(=O)N1CCC[C@H]1c1nnc(SCc2c(Cl)cccc2Cl)o1	-1%	-13%	-2%	-3%	-18%	2%	2%	3%
CSCCC(NS(=O)(=O)c1ccc2c(c1)oc(=O)n2C)C(=O)N1CCN(c2cccc(Cl)c2)CC1 (centres undefined)	.	3%	.	.	-11%	0%	.	-9%
COc1ccc(N2CCN(C(=O)Cn3ncc4c3-c3cc(C)ccc3OC4)CC2)cc1	.	-1%	.	.	-7%	6%	.	7%
COc1cc(NC(=O)CSc2nc(C)c(C(=O)Nc3ccccc3)c(-c3ccc(OC)c(OC)c3)c2C#N)c(OC)cc1Cl	.	6%	.	.	-5%	-6%	.	-9%
Cc1ccc(S(=O)(=O)n2nc(-n3c(C)ccc3C)c3c(F)cccc32)c2ccccc12	-17%	-2%	2%	8%	.	0%	.	-4%
CCCCC[C@H](O)/C=C/C=C\C=C\[C@@H](O)C/C=C\CCCC(=O)O	-21%	4%	1%	-7%	-4%	-3%	.	1%
COc1ccc(CCNC(=O)CSc2nc3ccccc3nc2Cc2ccc(Cl)cc2)cc1OC	.	-5%	.	.	-3%	-2%	.	-6%
C/C(=N\Nc1nc(-c2cc(C)ccc2C)cs1)c1cc2ccccc2oc1=O	-4%	-5%	51%[activator]	-3%	?	-6%	-2%	7%
CCCN1CCC(NC(=S)Nc2cccc(Cl)c2Cl)CC1	10%	-1%	11%	7%	3%	1%	2%	8%
Cc1nn(-c2ccc(N3CCOCC3)nn2)c(C)c1CCC(=O)Nc1ccc(F)cc1F	.	7%	.	.	-7%	0%	.	1%
N#Cc1c(/N=C/c2ccco2)sc2c1CCCCC2	-10%	-1%	4%	0%	4.5µM*	0%	-24%	-10%
O=C(c1ccc(Cl)c(S(=O)(=O)NCc2ccco2)c1)N1CCN(c2ccc(F)cc2)CC1	-6%	2%	-3%	-5%	-19%	-1%	.	0%
COC(=O)Cn1c(=O)cnc2ccccc21	1%	-1%	-1%	?	4%	-5%	3%	0%
COc1ccc(CNCCC(c2ccc3c(c2)OCO3)c2ccccc2OC)cc1 (centres undefined)	.	-2%	.	.	-8%	-1%	.	-4%
CCS(=O)(=O)c1ccc2c(c1)N(S(=O)(=O)c1ccc(OC)cc1)CC(C(=O)O)O2 (centres undefined)	-5%	3%	-1%	-6%	2%	4%	1%	3%

Structure	RECQ1 helicase	TRb SRC2 PPI	RGS12 GoLoco inh	KDM4E inh	Tau fibril ThT	TR SRC2 fluor cs	L3MBTL1 block	Tau FP inhib
CCOc1ccccc1NC(=O)/C(C#N)=C/c1c(C)nn(-c2ccccc2)c1Cl	-4%	2%	9%	0%	?	1%	6%	1%
Cc1ocnc1C(=O)Nc1ccc(Cl)cc1	-4%	0%	9%	?	-9%	0%	-5%	2%
Cc1cc(NC(=O)c2ccc(F)cc2)ccc1-c1cc2ccccc2oc1=O	.	-9%	.	.	1%	1%	.	?
COCCCNC(=O)c1c(N)n(-c2ccc(S(N)(=O)=O)cc2)c2nc3ccccc3nc12	-10%	-10%	2%	?	-3%	-3%	7%	-6%
COc1ccc(-n2c(=O)[nH]cc(C(=O)Nc3ccccc3)c2=O)cc1	i	-4%	0%	1%	-4%	0%	0%	10%
CCN(CC)Cc1oc(-c2ccccc2)cc1C(=O)O	-2%	-3%	5%	-20%	-14%	-2%	-3%	3%
Cc1cc(=O)[nH]c(SC/C=C/c2ccccc2)n1	-2%	4%	8%	0%	2%	-1%	-3%[11.4 µM]	4%
COc1ccc(C(=O)c2oc3ccccc3c2NC(C)=O)cc1	0%	5%	0%	?	-10%	-1%	20%	-11%
COc1ccc(NS(=O)(=O)c2cc(C(=O)O)ccc2C)cc1	-2%	-3%	14%	-10%	6%	1%	-1%	9%
Cc1nnc(SCC(=O)c2c(N)n(Cc3ccccc3)c(=O)n(C)c2=O)n1C	i	-3%	10%	?	-11%	0%	.	-7%
Cc1cc(C)cc(C(=O)N2CCCCCC2)c1	-8%	6%	-3%	6%	-10%	-1%	.	-1%
O=C1c2ccccc2S(=O)(=O)N1CC1CC(c2ccccc2Cl)=NO1 (centres undefined)	-5%	-5%	3%	2%	-12%	-1%	1%	-10%
CC1CN(C(=O)CCC(=O)NCc2ccc(F)cc2)c2cc(Cl)ccc2O1 (centres undefined)	.	2%	.	.	-14%	0%	.	-3%
CS(=O)(=O)NN1C(=O)c2ccccc2NC1c1cccc(O)c1 (centres undefined)	-8%	0%	1%	?	-4%	-1%	.	-7%
O=C1NCCC/C1=N/Nc1cc(F)ccc1F	i	4%	-3%	1%	-12%	-1%	-3%	-7%
O=C1CC(c2ccsc2)c2ccc3ccccc3c2N1 (centres undefined)	-12%	0%	6%	-5%	-14%	-1%	-5%	8%
CCc1ccc(NC(=O)CSc2nccn2-c2ccc(OC)cc2)cc1	.	-2%	.	.	-3%	-2%	.	1%
O=C(CCc1nc(-c2cccs2)no1)Nc1ccccc1[N+](=O)[O-]	.	2%	.	.	-3%	-6%	.	4%
NS(=O)(=O)c1ccc(CNC(=O)/C=C/c2cccc([N+](=O)[O-])c2)cc1	-4%	-6%	-23%	-3%	0%	-6%	-2%	-6%
CCOC(=O)CSc1cccc2cccnc12	-7%	0%	3%	?	-8%	-1%	-29%	6%
S=C(Nc1ccc(Br)cc1Cl)Nn1cnnc1	i	-1%	4%	0%	-4%	-6%	1%[11.4 µM]	-9%
COc1ccc(Cn2cnc([N+](=O)[O-])c2)cc1[N+](=O)[O-]	4%	-7%	9%	5%	-12%	-3%	14%	10%
Cc1cc(C)n(-c2nc3ccccc3nc2N2CCN(S(=O)(=O)c3ccc4ccccc4c3)CC2)n1	-8%	-4%	2%	?	-13%	-5%	.	-6%
CC(C)c1ccc(C2NC(=S)NC3=C2C(=O)CC(C)(C)C3)cc1 (centres undefined)	-6%	-2%	0%	-2%	-15%	0%	11%	4%
Cc1ccc(/C=C/C(=O)OCn2nnc3ccccc3c2=O)o1	i	2%	1%	-13%	-9%	-1%	.	-7%
COc1n[nH]c(C(=O)Nc2nc3ccccc3s2)c1[N+](=O)[O-]	16%	-1%	7%	4%	?	-10%	-27%	-4%
CC(C)(C)Cn1nc(-c2ccc(Cl)cc2)c2c(N)ncnc21	2%	0%	3%	-1%	-9%	2%	.	-2%
CCOC(=O)c1nc[nH]c1C	i	-4%	2%	-5%	7%	-2%	.	8%
COc1ccc(C(c2c(O)cc(C)oc2=O)c2c(O)cc(C)oc2=O)cc1	-9%	1%	-6%	-5%	?	1%	-8%	-7%
S=C(NCc1ccco1)NC1CCCc2ccccc21 (centres undefined)	i	10%	4%	9%	1%	-1%	.	-1%
C=CCn1c(=O)c2ccccc2n2c(SCC(=O)c3ccccc3)nnc12	-10%	-4%	-1%	4%	?	0%	5%	-3%

Full records from above. Order of values: RECQ1 helicase | TRb SRC2 PPI | RGS12 GoLoco inh | KDM4E inh | Tau fibril ThT | TR SRC2 fluor cs | L3MBTL1 block | Tau FP inhib
Shown for COc1ccc(Cn2cnc([N+](=O)[O-])c2)cc1[N+](=O)[O-] → 4% | -7% | 9% | 5% | -12% | -3% | 14% | 10%
Shown for CS(=O)(=O)NN1C(=O)c2ccccc2NC1c1cccc(O)c1 (centres undefined) → -8% | 0% | 1% | ? | -4% | -1% | . | -7%
Shown for COc1ccc(NS(=O)(=O)c2cc(C(=O)O)ccc2C)cc1 → -2% | -3% | 14% | -10% | 6% | 1% | -1% | 9%
